NOD2 inhibition: NOD2 signaling inhibitors, cell-based, luminescence, uHTS, HEK293 (AID 1566); HEK293 NOD2/NF-kB luciferase reporter, luminescence; higher % means a stronger effect; inhibition, % at 4 µM; hits with a dose series show EC50 in µM; actives 0.63% (n = 290,000); note: many of its hits are not listed in these tables
Dengue-2 NS5 capping: Dengue-2 NS5 methyltransferase inhibitors, primary screen, biochemical, confirmation dose response (AID 588689); actives 0.3% (n = 340,000); inhibition, % at 25 µM; hits with a dose series show IC50 in µM; Dengue-2 NS5 methyltransferase capping enzyme assay, biochemical; higher % means a stronger effect; Genome polyprotein (Dengue virus type 2 (strain 16681-PDK53)); in the data active = a potency from the dose series
Myeloid diff 2: induction of myeloid progenitor differentiation, primary screen, cell-based, flow cytometry, MLPCN library | ER-HoxA9 myeloid progenitors, lysozyme-GFP differentiation | calls only at 10 µM | actives 1% (n = 360,000) | AID 624256, 2012;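 active = normalized GFP-positive differentiation at or above the plate's own cutoff, the solvent-only control mean plus 3 SD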;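 note: cells exposed to compound for four days before flow analysis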
SIAH1 antagonists: Siah-1 peptide-binding antagonists, primary screen, biochemical, fluorescence polarization, rhodamine-plectin, uHTS (AID 1817); E3 ubiquitin-protein ligase SIAH1 (Homo sapiens); Siah-1 / rhodamine-plectin peptide fluorescence polarization; higher % means a stronger effect; displacement, % at 20 µM, or IC50 in µM where a hit was titrated; actives 0.02% (n = 290,000);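 active = displacement of at least 50% at 20 µM, with a fluorescence ratio check between 0.3 and a set limit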;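 note: plate controls were Siah plus tracer with DMSO for no effect and tracer alone without Siah for full effect; strong numbers were not always called active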
XIAP antagonists: XIAP antagonists, biochemical, IAP family, fluorescence polarization (AID 1018) | E3 ubiquitin-protein ligase XIAP (Homo sapiens) | XIAP BIR domain, fluorescence polarization peptide displacement; higher % means a stronger effect | displacement, % at 20 µM, or IC50 in µM where a hit was titrated | actives 0.007% (n = 200,000); in the data active = displacement above about 50%; note: a part of the inactive calls stands beside numbers as strong as those of hits
Hep lipid drop: inhibitors of hepatocyte lipid droplet formation, primary screen, imaging, high-throughput imaging, BODIPY stain; inhibition, % at 6.5 µM; AML12 mouse hepatocytes, oleate lipid droplets; actives 0.4% (n = 240,000);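 active = lipid droplet intensity inhibited by at least 50%, with more than 500 cells counted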
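Material: mouse AML12 hepatocyte cell line, fixed after treatment; Timing: compound with oleate, overnight; Technique: high-content imaging of BODIPY-stained droplets and DAPI nuclei; Probe or stimulus: oleate, 100 µM final; Dosing: compound at 6.5 µM only.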
AID2073: inhibitors of Mint1-CaV2.2 protein interaction, biochemical, HTRF (AID 2073) | Voltage-dependent N-type calcium channel subunit alpha-1B (Homo sapiens) | inhibition, % at 20 µM, or IC50 in µM where a hit was titrated | HTRF protein-protein interaction, Mint1-CaV2.2; higher % means a stronger effect | actives 0.19% (n = 290,000); in the data active = inhibition mostly above about 51%, no sharp cut-off; note: some results filed as inactive read as strong as hits
LYP inhibition: inhibitors of LYP phosphatase, biochemical, fluorescence intensity, uHTS (AID 1779); actives 0.054% (n = 290,000); Tyrosine-protein phosphatase non-receptor type 22 (Homo sapiens); inhibition, % at 11.5 µM, or IC50 in µM where a hit was titrated; recombinant LYP phosphatase, fluorescence intensity; higher % means a stronger effect;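 note: plate controls were vehicle with enzyme for no effect and no enzyme for full effect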
HIV fusion peptide: inhibitors of HIV fusion peptide binding, primary screen, biochemical, uHTS, fluorescence dequenching (AID 1986). inhibition, % at 20 µM; hits with a dose series show IC50 in µM. cell-free peptide binding, fluorescence dequenching, 30 min; higher % means a stronger effect. actives 0.3% (n = 290,000); in the data active = inhibition mostly above about 52%, no sharp cut-off; inactive = mostly below about 76%; note: some results filed as inactive read as strong as hits
Hep lipid drop cells 6.5 µM: recorded beside Hep lipid drop, whose call it bears; cell count; measured here: cell count, cytotoxicity flag;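 cells counted across two imaged fields per well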
Dengue-2 NS5 capping pilot replicate: second read-out of Dengue-2 NS5 capping, no call of its own (marks repeat the call); inhibition, %; measured here: pilot screen replicate inhibition
Myeloid diff 2 GFP+ MAC1+ %: also measured in Myeloid diff 2; calls as there; GFP+ MAC1+ double positive, %; measured here: differentiation confirmed by MAC1 staining
* hit, by the source's call; i = inactive; x = no result given. Cut-off read from the data, not from the text of the source, unless noted: active = inhibition above about 50%; inactive = the rest. The list is partial; count on the stated rates, not on these rows.

SMILES | NOD2 inhibition | Dengue-2 NS5 capping | Myeloid diff 2 | Myeloid diff 2 GFP+ MAC1+ % | SIAH1 antagonists | XIAP antagonists | Hep lipid drop | Hep lipid drop cells 6.5 µM | AID2073 | LYP inhibition | HIV fusion peptide | others
CC(=O)c1sc(NC(=O)c2ccc(F)c(F)c2)nc1C | -24% | -13% | i | 2.2 | 25% | -2.7% | -2 | 806 | 0% | -5% | 23%
CCCCn1c(SCC(=O)Nc2cc(C)on2)nnc1-c1cccnc1 | -2% | -3% | i | 7.3 | -2% | -4.6% | 11 | 708 | -1% | 0% | -0.6%
O=C(c1cc2cc(F)ccc2[nH]1)N1CCC(Cc2ccccc2)CC1 | -4% | -1% | i | 0.8 | 3% | x | 3 | 800 | 8% | 0% | -0.1%
O=C(NCc1ccncc1)Nc1cccc(Cl)c1 | -17% | -2% | i | 0.6 | -2% | -7.1% | -10 | 782 | 4% | -10% | 1.8%
CC1CCCC(C)N1S(=O)(=O)c1ccc(NC(=O)c2ccccc2C(=O)N2CCOCC2)cc1 (centres undefined) | 5% | -3% | i | 5.2 | 4% | -2.7% | -1 | 777 | -1% | -10% | 3.3%
COc1ccc(CC(=O)OCC(=O)Nc2ccc3c(c2)OCO3)cc1 | 6% | -1% | i | 0.3 | 7% | -2.8% | 5 | 635 | 0% | -3% | 0.2%
Cc1cc(N2CCCC2)n2nc(C)nc2n1 | 18% | -6% | i | 2.3 | -5% | -0.6% | 0 | 756 | 5% | -3% | -1.1%
CCC1=Nc2cc(C(=O)NCCN3CCCC3)ccc2Sc2ccccc21 | 9% | -5% | i | 0.9 | -6% | x | -16 | 612 | 11% | 0% | -0.3%
O=C(c1ccncc1)N1CCN(C(=O)c2cccc3ccccc23)CC1 | -9% | -7% | x | x | -9% | -4.8% | x | x | -3% | -9% | 62%
CCC(CC)NC(=O)CC(c1ccccc1)c1ccccc1 | 19% | -2% | i | 0.5 | -1% | -11% | 2 | 639 | 4% | 2% | -0.5%
CN(CC(=O)Nc1ccc(Br)cc1)Cc1ccccc1 | -5% | -2% | i | 0.6 | 2% | x | -2 | 855 | 10% | -8% | -1.3%
O=C(N/N=C/c1cccnc1)/C(=C\c1cccs1)NC(=O)c1ccccc1 | 14% | 4% | i | 0.6 | 13% | 1.1% | 16 | 505 | 10% | -7% | 1.5%
Cn1cnc([N+](=O)[O-])c1SCC(=O)NN | 19% | 2% | i | 0.6 | -1% | x | 5 | 735 | -22% | -4% | -0.4%
Cc1cccc(NC(=S)N2CCC(NC(=O)C3CCCCC3)CC2)c1 | 18% | -7% | i | 3.2 | -5% | x | 0 | 808 | -15% | -13% | 0.6%
CCOC(=O)C1C(c2cccnc2)NC(=O)NC1(O)C(F)(F)F (centres undefined) | 4% | -14% | i | 0.4 | 0% | -12% | 35 | 684 | -7% | -2% | -0.7%
CCOC(=O)C(=CNc1cc(C)nn1-c1ccc(C)cc1)C(=O)OCC | 47% | 9% | i | 1.7 | 4% | 1.0% | -8 | 694 | -5% | -3% | -1.6%
O=C(/C=C/c1ccccn1)c1cc(Cl)cc(Cl)c1O | 3% | 12% | i | 0.3 | 6% | x | 1 | 742 | -3% | 4% | 16%
Cc1ccc([N+](=O)[O-])cc1NC(=O)C(C)N1CCCCC1 (centres undefined) | 4% | -13% | i | 0.5 | 5% | 2.1% | 5 | 716 | -11% | -6% | 1.2%
O=C1CSC(c2ccccn2)N1c1cccc(Cl)c1 (centres undefined) | 10% | -7% | i | 0.3 | 3% | 0.9% | -13 | 716 | -8% | 8% | 3.6%
COC(=O)c1cccc(NS(C)(=O)=O)c1C | 6% | 4% | i | 0.7 | -4% | -2.8% | x | x | 4% | -4% | -0.4%
COCCCNS(=O)(=O)c1ccc2c3c(cccc13)C(=O)S2 | 8% | -7% | i | 0.4 | -2% | -7.0% | -18 | 738 | 0% | 0% | -1.3%
COc1ccc(C(=O)O/N=C/c2ccc(S(=O)c3ccc(Cl)cc3)nc2)cc1 (centres undefined) | -4% | 0% | i | 0.8 | 0% | -4.8% | x | x | 16% | 1% | 0.5%
COc1ccc(C(=O)CCC(=O)Nc2cccnc2)c(OC)c1 | 18% | -2% | i | 0.8 | 3% | x | -9 | 784 | -7% | -5% | 2.5%
COc1c(N2CCN(C(=S)Nc3ccccc3)C(C)C2)c(F)cc2c(=O)c(C(=O)O)cn(C3CC3)c12 (centres undefined) | 33% | x | x | x | 2% | -6.8% | x | x | 15% | -2% | 4.5%
C=CCNC(=O)C1CCC(=O)N1S(=O)(=O)c1ccc(C)cc1 (centres undefined) | 3% | -2% | i | 0.7 | 2% | x | 29 | 769 | 9% | -1% | 0.6%
O=C(CSc1nc2ccccc2c(=O)n1-c1ccc(OC(F)F)cc1)NCc1cccs1 | -1% | -3% | i | 0.7 | -5% | -3.7% | -6 | 679 | 2% | -2% | -1.9%
Cc1cc(C(F)(F)F)c(C#N)c(=O)[nH]1 | 10% | -21% | i | 0.4 | -4% | -4.0% | -6 | 715 | 3% | -10% | 1.0%
CC(C)(C)c1ccc(C(=O)OCCN2CCCCC2)cc1 | 7% | -6% | i | 0.1 | 6% | x | -13 | 819 | 21% | -7% | -0.3%
CCOc1ccccc1NC(=S)Nc1ccc2cn[nH]c2c1 | 6% | -2% | i | 0.4 | 2% | x | 7 | 677 | -29% | 1% | -1.6%
N#Cc1c(-c2ccccc2)c(-c2ccccc2)nn(CC(=O)NNC(=O)Nc2ccccc2)c1=O | -26% | -7% | i | 0.8 | -5% | -6.1% | x | x | -6% | -6% | -4.6%
N#CCOc1nc(N2CCCC2)nc(N2CCCC2)n1 | 2% | 2% | i | 0.7 | -2% | -5.5% | 5 | 804 | 27% | -9% | -0.5%
COc1ccccc1-n1cnnc1SCC(=O)N1CCN(S(=O)(=O)c2ccccc2)CC1 | 7% | 0% | i | 1.0 | -1% | -2.3% | x | x | -7% | -6% | 0.1%
N#Cc1ccc(C23CC4(C2)[C@H](CN(Cc2ccc(C(F)(F)F)cc2)[C@@H]4c2ccccc2)C3c2ccc(C(F)(F)F)cc2)cc1 (some centres undefined) | 4% | x | x | x | 3% | x | 4 | 715 | 9% | 2% | 1.9%
O=C(NNC(=O)c1cc2cc3ccccc3nc2s1)c1cccc(Cl)c1 | -3% | -6% | i | 2.3 | 31% | -5.4% | x | x | 37% | -3% | -2.7%
O=C(NCC(c1cccs1)N1CCOCC1)c1cccc([N+](=O)[O-])c1 (centres undefined) | -17% | -1% | i | 0.3 | -3% | -1.7% | 4 | 645 | 2% | -1% | 1.1%
CC1Sc2ccc(S(=O)(=O)N(C)Cc3ccccc3)cc2NC1=O (centres undefined) | 41% | 0% | i | 1.5 | 4% | x | -51 | 735 | 19% | -9% | -2.1%
COc1ccc(NC(=O)C2(c3ccc(NC(=O)c4ccc(C)cc4)cc3)CCCC2)cc1 | 8% | -11% | i | 6.2 | -2% | -6.0% | x | x | 22% | 0% | -2.1%
Cc1cc(C(=O)CSc2nn3c(=O)c(C(C)(C)C)nnc3s2)c(C)n1C1CC1 | 15% | -2% | i | 0.9 | 2% | -1.5% | -11 | 662 | 23% | 11% | 6.9%
CCn1c(-c2ccccc2Cl)nn(CC(=O)Nc2ccccc2OC)c1=S | -12% | -4% | i | 1.3 | 3% | -1.4% | x | x | 3% | -4% | -1.7%
CC/C(C)=C1\SC(N2CCOCC2)=NC1=O | -5% | 0% | i | 0.7 | -1% | 1.4% | 13 | 778 | 18% | -2% | -2.1%
Cc1ccnc(Nc2nc(-c3ccc(F)cc3)cs2)c1 | -64% | -2% | i | 0.2 | -6% | x | 2 | 806 | 2% | -8% | -1.3%
Cn1c(Sc2ccc(Cl)cc2)c(C=O)c2ccccc21 | 2.2µM* | 22% | x | x | -4% | -9.1% | -22 | 581 | 20% | 4% | -0.8%
CC(C)(C)n1ncc2c(=O)n(Cc3cccc(Cl)c3)cnc21 | 4% | -14% | i | 0.8 | -3% | -1.4% | -4 | 698 | -1% | 3% | 1.0%
Cc1ccc2c(CSc3nncn3C)cc(=O)oc2c1C | 6% | 0% | i | 0.4 | 3% | -9.6% | 3 | 665 | -4% | -1% | 0.0%
CCN(CC)S(=O)(=O)c1cccc(NC(=O)c2cc(=O)[nH]c3ccccc23)c1 | 8% | 0% | i | 0.6 | 4% | -10% | 23 | 696 | 17% | -1% | 2.3%
O=C(CCCSc1ccccc1)Nc1cccc(CO)c1 | -26% | -12% | i | 1.0 | -2% | x | 17 | 851 | 2% | 6% | 2.1%
O=[N+]([O-])c1ccccc1S(=O)(=O)N1CCN(c2ccc(F)cc2)CC1 | 11% | 0% | i | 0.3 | 3% | x | -6 | 822 | -14% | -2% | -1.0% | Dengue-2 NS5 capping pilot replicate=0.6
CN(CCOc1ccc(Cl)cc1)C(=O)c1ccc(S(=O)(=O)N2CCOCC2)cc1 | 25% | -6% | i | 0.1 | -5% | -7.2% | 0 | 688 | -13% | -5% | -0.9%
O=C(O)C1CC=C(Cl)CC1C(=O)NCC1OCCc2ccccc21 (centres undefined) | 15% | 1% | i | 0.7 | 1% | -1.0% | x | x | -12% | -5% | 3.6%

Not a retest: 2 of the compounds above.
SMILES | NOD2 inhibition | Dengue-2 NS5 capping | Myeloid diff 2 | Myeloid diff 2 GFP+ MAC1+ % | SIAH1 antagonists | XIAP antagonists | Hep lipid drop | Hep lipid drop cells 6.5 µM | AID2073 | LYP inhibition | HIV fusion peptide | others
CC(=O)c1sc(NC(=O)c2ccc(F)c(F)c2)nc1C | -24% | -13% | i | 2.2 | 25% | -2.7% | -2 | 806 | 0% | -5% | 23%
CCCCn1c(SCC(=O)Nc2cc(C)on2)nnc1-c1cccnc1 | -2% | -3% | i | 7.3 | -2% | -4.6% | 11 | 708 | -1% | 0% | -0.6%

Of the compounds above, these contain a thiophene ring, fused or not.
SMILES | NOD2 inhibition | Dengue-2 NS5 capping | Myeloid diff 2 | Myeloid diff 2 GFP+ MAC1+ % | SIAH1 antagonists | XIAP antagonists | Hep lipid drop | Hep lipid drop cells 6.5 µM | AID2073 | LYP inhibition | HIV fusion peptide | others
O=C(N/N=C/c1cccnc1)/C(=C\c1cccs1)NC(=O)c1ccccc1 | 14% | 4% | i | 0.6 | 13% | 1.1% | 16 | 505 | 10% | -7% | 1.5%
O=C(CSc1nc2ccccc2c(=O)n1-c1ccc(OC(F)F)cc1)NCc1cccs1 | -1% | -3% | i | 0.7 | -5% | -3.7% | -6 | 679 | 2% | -2% | -1.9%
O=C(NNC(=O)c1cc2cc3ccccc3nc2s1)c1cccc(Cl)c1 | -3% | -6% | i | 2.3 | 31% | -5.4% | x | x | 37% | -3% | -2.7%
O=C(NCC(c1cccs1)N1CCOCC1)c1cccc([N+](=O)[O-])c1 (centres undefined) | -17% | -1% | i | 0.3 | -3% | -1.7% | 4 | 645 | 2% | -1% | 1.1%

Assay outcomes (PubChem BioAssay)
